Screening data from PubChem BioAssay.
TSHR antagonist = Antagonists of the Thyroid Stimulating Hormone Receptor: HTS campaign; Thyrotropin receptor (Homo sapiens), P16473; TSHR-expressing cells, TSH-stimulated cAMP HTRF, 2 h; active compounds read low; activity change, negative = inhibition, % at 11.5 µM; hit rate 0.2% among 330,000; AID 504810, 2011;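 active means activity change below a set negative limit, meaning inhibition stronger than a set level, cut at about -70% in these data; inconclusive means activity change between two set negative limits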; further: on the % scale 0 is the no-effect control and ±100 the full control effect
Target sequence (P16473 whole entry, looked up): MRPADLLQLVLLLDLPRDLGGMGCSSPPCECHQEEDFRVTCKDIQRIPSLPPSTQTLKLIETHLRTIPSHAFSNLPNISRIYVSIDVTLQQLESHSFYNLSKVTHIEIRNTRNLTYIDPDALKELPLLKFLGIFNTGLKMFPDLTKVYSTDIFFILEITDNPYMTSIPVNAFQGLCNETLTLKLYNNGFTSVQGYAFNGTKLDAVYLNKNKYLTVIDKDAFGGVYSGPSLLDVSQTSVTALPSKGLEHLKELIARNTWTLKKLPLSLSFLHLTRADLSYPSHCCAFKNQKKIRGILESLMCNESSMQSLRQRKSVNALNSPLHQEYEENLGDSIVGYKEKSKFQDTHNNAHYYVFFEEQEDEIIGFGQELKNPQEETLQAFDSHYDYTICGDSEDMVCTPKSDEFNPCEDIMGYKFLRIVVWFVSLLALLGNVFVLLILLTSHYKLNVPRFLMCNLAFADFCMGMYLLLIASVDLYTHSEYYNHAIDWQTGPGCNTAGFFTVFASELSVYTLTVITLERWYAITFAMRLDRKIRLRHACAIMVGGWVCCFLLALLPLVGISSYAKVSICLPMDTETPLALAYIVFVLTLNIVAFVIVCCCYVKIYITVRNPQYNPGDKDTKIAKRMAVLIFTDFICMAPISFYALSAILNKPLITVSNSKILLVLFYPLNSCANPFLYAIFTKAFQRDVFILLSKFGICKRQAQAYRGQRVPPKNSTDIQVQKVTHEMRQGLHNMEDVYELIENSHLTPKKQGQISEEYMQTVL
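TSHR-expressing cells were treated with compounds, then stimulated with TSH at EC80 (4nM final) for 2 hours at 37 deg C. Cellular cAMP was measured by HTRF competition between lysate cAMP and cAMP-d2 for a cryptate-labelled anti-cAMP antibody.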
B2AR arrestin = qHTS assay of beta-arrestin-biased ligands of beta2-adrenergic receptor; beta-arrestin recruitment to beta2AR, cell-based reporter; Potency, µM (doses to about 46.1 µM), without a hit: at the highest dose activation, actives largely listed as activators; hit rate 0.02% among 330,000; AID 492947, 2010;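 further: potency means the concentration at half of the fitted maximal effect; 0% = DMSO controls and full agonism = EC100 isoproterenol or metaproterenol; nearly all actives have a fitted effect of over 65% in size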
TSG101-PTAP inh = qHTS Assay for Iinhibitors of HIV-1 Budding by Blocking the Interaction of PTAP/TSG101; Tumor susceptibility gene 101 protein (Homo sapiens), Q99816; Fluorescence polarization, FITC-PTAP peptide / Tsg101 binding; Potency, µM (series often up to 115 µM), for inactives: top-dose activity change, negative = inhibition, actives largely listed as inhibitors; 340,000 tested, under 10 active; AID 493005, 2010; active means well fitted inhibition curve with a large enough effect in the main read-out, with a control signal flat, not every such curve was filed as active; inconclusive means small, poorly fitted or top-dose-only effect, or effect the other way, or a change in a side signal; inactive means no such curve, though single readings can be large or run the other way; further: potency means the concentration at half of the fitted maximal effect; % of control where 0% means no effect
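Tsg101 binding domain (10 uM final) was mixed with compound and a FITC-labeled PTAP peptide (50 nM final) in HEPES pH 7.5 buffer with NaCl, Tween 20, EDTA and TCEP; fluorescence polarization was read after 20 min at r.t.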
Chronic BCR inh = qHTS Assay to Find Inhibitors of Chronic Active B-Cell Receptor Signaling. ABC-DLBCL IkBa-CBG/CBR reporter, luminescence ratio, 4 h. Potency, µM (top dose mostly 46.1 µM), without a hit: at the top dose ratio change, negative = lower green/red ratio, hits mostly inhibitors. hit rate 0.05% among 340,000; active means well fitted inhibition curve with a large enough effect in the signal ratio, with a control signal flat, not every such curve was filed as active; inconclusive means small, poorly fitted or top-dose-only effect, or effect the other way, or a change in a side signal; the % refers to the signal ratio;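 further: potency means the concentration at half of the fitted maximal effect; plate controls were basal doxycycline-induced cells for no effect and cells given 10 µM MG132 for full effect; MG132 reads +100%, hits lower the ratio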
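Doxycycline induced both beetle luciferases in TMD8 lymphoma cells; IKK-driven degradation limits the IkappaBalpha-fused green signal, while red luminescence normalises for cell number and nonspecific effects. Compounds tested up to 46 uM, 4 hrs.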
Mito fusion yeast = qHTS Assay for Small Molecule Inhibitors of Mitochondrial Division or Activators of Mitochondrial Fusion | S. cerevisiae fusion-defective mutant growth rescue, CellTiterGlo 48 h | AID 485298, 2010 | hit rate 0.23% among 320,000 | Potency, µM (highest dose often 46.1 µM), inactives show at the highest dose growth rescue (activation), hits mostly activators;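 further: potency means the concentration at half of the fitted maximal effect; % of control where 0% means no effect; nearly all actives have a fitted effect of over 45% in size; temperature-sensitive fusion mutants such as fzo1-1 at 37 °C on non-fermentable ethanol glycerol medium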
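Read-out: ATP-based luminescence (CellTiterGlo, 10 min ambient) reporting growth of fusion-defective ts yeast after 48 hours at 37C on glycerol/ethanol YPEG medium in the presence of compound.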
USP2a inh = qHTS Assay for Inhibitors of Ubiquitin-specific Protease USP2a Using CHOP2 as the Reporter; Ubiquitin carboxyl-terminal hydrolase 2 (Homo sapiens), O75604; USP2 core, Ub-CHOP2 coupled fluorogenic reporter, 485/531; Potency, µM (highest dose often 38.3 µM), for the others: at the top dose activity change, negative = inhibition, hits mostly inhibitors; hit rate 0.01% among 330,000; AID 463254, 2010;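 further: potency means the concentration at half of the fitted maximal effect; plate controls were DMSO wells for no effect and full inhibition by NEM control for full effect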
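Deubiquitinase activity read as fluorescence (485/531 nm) after Ub-CHOP2 cleavage activates the enterokinase reporter on its substrate; USP2 core 10nM, Ub-CHOP2 and substrate 25nM each, 30min compound preincubation then 60min RT; data normalized to NEM, curves fitted.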
Eya2 inh = qHTS Assay for Inhibitors of the Phosphatase Activity of Eya2; recombinant Eya2, OMFP fluorescence dephosphorylation (OMFP is methylfluorescein phosphate); Potency, µM (series often up to 76.9 µM), for the others: top-dose activity, negative = inhibition, actives largely listed as inhibitors; hit rate 0.006% among 330,000; AID 488837, 2010; further: potency means the concentration at half of the fitted maximal effect; on the % scale 0 is the no-effect control and ±100 the full control effect
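Eya2 (0.2 uM) preincubated 10 min at ambient with compound, then OMFP substrate added at 50 uM; 10 min reaction in 50 mM HEPES pH 7.5, 50 mM NaCl, 5 uM MgCl2, 0.05% BSA, 1 mM DTT. Fluorescence read at Ex 485/Em 525 nm.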
uPA generation = qHTS for Inhibitors of Cell Surface uPA Generation. hit rate 0.31% among 330,000. Potency, µM (highest dose often 38.3 µM), without a hit: at the top dose activity change, negative = inhibition, most hits filed as inhibitors. AID 540303, 2011. cell surface uPA generation assay, qHTS; active means well fitted inhibition curve with a large enough effect; inconclusive means small, poorly fitted or top-dose-only effect; inactive means no such curve, though single readings can be large or run the other way; tested in mouse RAW 264.7 cells; further: potency means the concentration at half of the fitted maximal effect; on the % scale 0 is the no-effect control and ±100 the full control effect; nearly all actives have a fitted effect of over 55% in size
ELG1 repair inh = qHTS screen for small molecules that inhibit ELG1-dependent DNA repair in human embryonic kidney (HEK293T) cells expressing luciferase-tagged ELG1 | Potency, µM (top dose mostly 46.1 µM), for the others: at the top dose activity change, negative = inhibition, most hits filed as inhibitors | HEK293T ELG1-luciferase reporter, luminescence, 16 h; DNA damage induced by 5-fluorouridine | hit rate 2.3% among 330,000; further: potency means the concentration at half of the fitted maximal effect; on the % scale 0 is the no-effect control and ±100 the full control effect; nearly all actives have a fitted effect of over 55% in size
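Overnight (16 hr) co-exposure of 2,000 cells/well to 5-fluorouridine and compound at 37 °C preceded detection. Luciferase was quantified via ONE-Glo luminescence; loss of signal denotes inhibition.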
Tb PFK inh = qHTS Assay to Find Inhibitors of T. brucei phosphofructokinase; Potency, µM (top dose mostly 57.5 µM), for inactives: at the top dose activity, negative = inhibition, most hits filed as inhibitors; T. brucei PFK, ADP-Glo luminescence; ATP-dependent 6-phosphofructokinase (Trypanosoma brucei brucei), O15648; hit rate 0.17% among 330,000; AID 485367, 2010;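 further: potency means the concentration at half of the fitted maximal effect; 0% = uninhibited 1x PFK enzyme wells and -100% = no-enzyme wells; nearly all actives have a fitted effect of over 60% in size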
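Compounds were pin-transferred as a titration series up to 57 uM into substrate buffer (0.5 mM F6P, 0.1 mM ATP, pH 8.0), then 1.25 nM PFK was added and reactions ran 45 min before ADP-Glo detection.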
TCR activator = Activators of T cell receptors: qHTS campaign; primary human leukocytes, anti-CD3, IL-2 HTRF, 48 h; Potency, µM (top dose mostly 9.22 µM), for inactives: top-dose activation of IL-2 secretion, most hits filed as activators; 330,000 tested, under 10 active; AID 504894, 2011; further: % of control where 0% means no effect
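Compounds are tested in HTS on primary human leukocytes co-incubated with a-CD3 beads for 48 hr. IL-2 output is measured by time-resolved FRET.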
* marks the source's active call; other numbers are inactive results; ? = inconclusive; / = not tested or not shown; [ ] = another dose, or the depositor's remark. Unless noted, the call rests on the fitted dose curve; in most records, active means well fitted curve in the direction sought with a large enough effect; inconclusive means small, poorly fitted or top-dose-only effect, or another doubt; inactive means no such curve, though single readings can be large; an effect the other way counts as inactive or inconclusive. No enrichment for hits; 3% or so of the library scored in one or more.

nr	compound	TSHR antagonist	B2AR arrestin	TSG101-PTAP inh	Chronic BCR inh	Mito fusion yeast	USP2a inh	Eya2 inh	uPA generation	ELG1 repair inh	Tb PFK inh	TCR activator
1	O=C(CNCC1CCCO1)NCc1ccco1 (configuration not stated)	3	-0.2%	1%	1%	19%	3%	1%	/	-16%	-2%	2%
2	FCCCOc1ccc(-c2ccnc(-c3ccccc3)n2)cc1	1	0.0%	1%	12%	0%	0%	3%	6%	?	13%	1%
3	CCCCN1C(=O)C(=O)N(CC(=O)Nc2ccccc2C(C)=O)C1=O	-12	2.0%	-2%	0%	/	-1%	-5%	3%	2%	-3%	-6%
4	CCOC(=O)c1ccc(NC(=O)CSc2nnnn2C2CCCCC2)cc1	-10	-0.5%	-3%	?	0%	-3%	-1%	7%	7%	0%	-1%[46.1 µM]
5	Cc1ccc(-c2nc3cccnc3s2)cc1NS(=O)(=O)c1ccc2c(c1)CCCC2	-2	-0.9%	4%	?	?	-1%	-4%	-2%	?	0%	4%
6	CCc1ccc(C(=O)NN=C2CCCCCC2)s1	3	-1.0%	-8%	?	0%	-1%	5%	-1%	11%	1%	6%
7	NCc1nc(-c2ccc(Cl)cc2)no1	4	-0.6%	-2%	2%	3%	8%	9%	19%	-9%	1%	0%
8	O=C(O)c1ccc(Nc2ncnc3scc(-c4ccccc4)c23)cc1	8	-0.3%	-14%	?	9%	4%	5%	-4%	-7%	0%	-2%
9	C/C(N)=C(/C#N)C(=O)COC(=O)C(c1ccccc1)c1ccccc1	21	-0.3%	-6%	0%	?	0%	-4%	6%	-10%	-18%	-7%
10	Cc1ccc(NC(=O)C2CCCN2S(=O)(=O)c2ccc(F)cc2)c(C)c1 (configuration not stated)	-8	-1.1%	-3%	6%	6%	1%	-18%	3%	-18%	-6%	-6%
11	O=C(c1ccc(-c2ccccc2)cc1)C1CCCN(C(=O)c2ccncc2)C1 (configuration not stated)	2	0.0%	-7%	-11%	1%	1%	1%	-7%	7%	1%	7%
12	CCOC(=O)c1cn(Cc2ccc(C)cc2)nn1	5	0.1%	-3%	3%	3%	3%	-1%	-1%	?	-5%	1%[46.1 µM]
13	CCOc1ccc(NS(=O)(=O)c2coc(C(N)=O)c2)cc1	13	-1.2%	-1%	1%	-2%	-1%	-5%	-7%	19%	-1%	2%
14	CC1(C)NC(=O)N(CCCCOc2ccc3c(c2)CCC3)C1=O	-2	-1.2%	-4%	-8%	13%	0%	-8%	/	-21%	-2%	-2%
15	O=C(CCSCCC(=O)NCc1ccc(F)cc1)NCc1ccc(F)cc1	5	0.4%	-5%	4%	-3%	-1%	12%	4%	8%	-3%	-1%[46.1 µM]
16	COc1ccc(C)cc1S(=O)(=O)N(C)CC(=O)Nc1ccc2c(c1)OCO2	-7	-0.3%	-1%	?	3%	-2%	-11%	13%	-12%	-3%	/
17	COc1cc([N+](=O)[O-])ccc1NC(=O)CCCOc1cccc(C)c1C	7	-0.2%	-6%	3%	8%	3%	7%	/	-10%	-1%	-4%
18	COCCCN1C(=O)C(=O)/C(=C(/O)c2ccc(OC)cc2C)C1c1cccnc1 (configuration not stated)	-4	-0.2%	3%	-7%	-2%	2%	-5%	1%	14%	0%	-1%
19	CCCc1nnc(NC(=O)CC(C)c2ccccc2)s1 (configuration not stated)	-4	-0.3%	2%	6%	-2%	-1%	-4%	-3%	-1%	3%	/
20	CC1CCCCN1C(=S)NCCc1ccccc1 (configuration not stated)	24	-0.7%	0%	16%	4%	1%	3%	4%	?	-2%	-5%
21	COC(=O)c1ccc(C(=O)NC2CCCc3c2cnn3-c2cc(F)cc(F)c2)nc1 (configuration not stated)	-4	-0.1%	-3%	2%	4%	0%	3%	-8%	21µM*	-11%	3%
22	C/C(=N/NS(=O)(=O)c1ccc(C)c(C)c1)c1ccncc1	8	-0.3%	1%	-3%	-2%	3%	-6%	4%	6%	-4%	-5%
23	C=C1SC(=Nc2c(C)cc(C)cc2C)N(C(=O)c2sc3ccccc3c2Cl)C12CCCCC2	2	-0.5%	2%	4%	-27%	2%	14%	-2%	-25%	0%	7%
24	Nc1ncnc2c1ncn2[C@@H]1O[C@H](CNC(=O)[C@H]2CCC(=O)N2)[C@@H](O)[C@H]1O	11	-2.0%	-2%	3%	/	3%	6%	-7%	?	1%	1%[46.1 µM]
25	Cc1ccc2c(c1)-n1c(nc3ccc(C)cc3c1=O)C(Cc1ccccc1)NC2=O (configuration not stated)	-1	-0.1%	/	?	/	0%	7%	/	-23%	5%	/
26	CCOC(=O)CN(C(=O)CNC(=O)c1ccco1)C(C(=O)NC1CCCC1)c1ccccc1OCC (configuration not stated)	-4	0.1%	0%	1%	0%	3%	10%	-4%	0%	3%	3%
27	Cc1nc2ccccc2c2oc(C(=O)NCc3ccccn3)cc12	-10	0.0%	-14%	10%	2%	1%	-22%	/	18µM*	1%	3%
28	COc1ccccc1CC(=O)NN1C(=O)NC2(CCC(C)CC2)C1=O (configuration not stated)	7	-0.3%	0%	6%	-1%	-1%	2%	0%	9%	-7%	-1%
29	Cc1cc(C(=O)Nc2c(F)cc(F)cc2Br)n(-c2ccccc2)n1	17	-1.1%	-5%	?	-25%	2%	2%	-6%	14%	0%	11%
30	Cc1ccc(S(=O)(=O)N2CC=C(C(=O)NCCC(C)C)CC2)cc1	1	-0.6%	-1%	?	-4%	-1%	-6%	4%	-8%	7%	0%
31	CCN(CC(=O)Nc1ccc(OC)cc1)C(=O)c1cc(S(=O)(=O)N2CCOCC2)ccc1N1CCCC1	0	-0.3%	-6%	8%	-4%	1%	16%	4%	-4%	-2%	1%
32	Nc1cccc2c1C(=O)N(C(=O)c1cccc(S(=O)(=O)N3CCCC3)c1)C2=O	-15	0.1%	-11%	?	?	4%	-4%	1%	-15%	-18%	0%
33	O=S(=O)(NCCCCCCNS(=O)(=O)c1c(F)cccc1F)c1ccc2c(c1)OCCO2	37	0.4%	/	-2%	-1%	0%	-27%	10%	?	0%	12%
34	CCC1C(=O)N=C(SCC(=O)Nc2ccc(S(N)(=O)=O)cc2)NC1=O (configuration not stated)	8	0.1%	-5%	-2%	26%	6%	-3%	6%	10%	-5%	0%
35	O=S(=O)(c1ccc2ccccc2c1)n1cccn1	-14	0.4%	-4%	0%	1%	3%	10%	2%	-3%	0%	1%
36	CC(/C=C1\N=C(SCc2ccccc2)SC1=O)=C\c1ccccc1	3	-0.6%	-4%	?	-1%	3%	0%	-3%	6%	-3%	-3%[46.1 µM]
37	Cc1c(NC(=O)C2CCCCC2)cc(C(=O)N2CCOCC2)cc1[N+](=O)[O-]	3	0.1%	-4%	-7%	16%	0%	4%	4%	0%	4%	11%
38	COc1ccc(C(=O)NCc2ccc3c(c2)OCO3)cc1S(=O)(=O)N(C)Cc1ccccc1	-3	-0.1%	0%	?	11%	-1%	0%	-4%	?	0%	-4%[46.1 µM]
